# TLR9-MyD88 block: blocks human TLR9 binding to MyD88 | inhibition, % at 4.98 µM | Q9NR96+Q99836 | CHO BLA complementation TLR9-MyD88, CCF4 FRET ratio | AID 504734 | actives 0.21% (n = 340,000);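 active = inhibition above the mean over all tested compounds plus 3 SD, cut at about 21% in these data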;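 also: 0% = DMSO only wells and 100% = clavulanate BLA inhibitor control wells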
# LRH-1 inv ag: inverse agonists of human LRH-1 (NR5A2); O00482; HEK293T StAR-luciferase reporter, LRH-1 transfected, 24 h; inhibition, % at 3.6 µM; actives 0.13% (n = 360,000); AID 602396;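 active = inhibition above the mean inhibition of all tested compounds plus 3 SD, cut at about 73% in these data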;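 also: 0% = DMSO wells and 100% = reporter-only cells lacking LRH-1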
# Target sequence (O00482 whole entry, looked up): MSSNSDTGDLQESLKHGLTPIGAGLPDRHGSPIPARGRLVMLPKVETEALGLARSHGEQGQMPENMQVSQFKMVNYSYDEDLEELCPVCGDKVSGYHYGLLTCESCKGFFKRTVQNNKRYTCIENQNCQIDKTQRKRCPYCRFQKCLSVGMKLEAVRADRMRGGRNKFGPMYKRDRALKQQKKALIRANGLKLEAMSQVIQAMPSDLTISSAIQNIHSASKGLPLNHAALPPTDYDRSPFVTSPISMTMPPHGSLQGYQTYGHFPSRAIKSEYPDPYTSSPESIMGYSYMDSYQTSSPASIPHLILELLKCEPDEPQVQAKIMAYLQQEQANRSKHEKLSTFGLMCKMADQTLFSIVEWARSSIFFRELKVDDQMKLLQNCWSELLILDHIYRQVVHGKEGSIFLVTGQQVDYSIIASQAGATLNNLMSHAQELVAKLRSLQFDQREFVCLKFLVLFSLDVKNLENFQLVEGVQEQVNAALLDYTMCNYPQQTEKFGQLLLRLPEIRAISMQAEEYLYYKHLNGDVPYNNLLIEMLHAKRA
# TROY signal inh: inhibitors of TROY-dependent NF-kB signaling. Q293 LMP1-TROYcd NF-kB luciferase reporter, 4 h. inhibition, % at 10 µM. actives 0.98% (n = 360,000). AID 1347056;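 active = compounds whose plate-normalised and pattern-corrected inhibition of the luciferase reporter signal at the single screening dose is 50% or more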
# EBV LMP1 NFkB: inhibitors of Epstein-Barr LMP1-induced NF-kappaB reporter | LMP1-induced NF-kappaB luciferase reporter cells, luminescence | actives 0.69% (n = 350,000) | AID 504558 | inhibition, % at 12.5 µM; in the data active = inhibition above about 41%;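 also: 0% = neutral control wells and 100% = reference inhibitor control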
# NCOA1 inh: inhibitors of human steroid receptor coactivator 1 (SRC1) | AID 588354 | actives 0.12% (n = 360,000) | inhibition, % at 3.6 µM | HEK293 GAL4-SRC1 luciferase reporter, luminescence;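 active = inhibition above the campaign mean plus 3 SD, with each screening campaign given its own cutoff, cut at about 60% in these data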;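 also: 0% = DMSO treated cells and 100% = gossypol at 36 µM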
# TRAIL sens C8: sensitizes caspase-8 expressing cells to TRAIL. actives 1% (n = 360,000). inhibition (viability loss, TRAIL sensitization), % at 10 µM. AID 624354. NB7+C8 cells + TRAIL, ATPlite viability luminescence;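 active = compounds causing at least 50% loss of cell viability in the single-dose screen, relative to plate controls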
# NOD2-RIPK2 inh: inhibitors of human NOD2-RIPK2 interaction. O43353. CHO BLA complementation NOD2-RIPK2, CCF4 ratio. inhibition, % at 4.98 µM. actives 0.38% (n = 360,000). AID 624267; in the data active = inhibition above about 21%;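 also: 0% = vehicle only and 100% = reference blocker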
# Target sequence (O43353 whole entry, looked up): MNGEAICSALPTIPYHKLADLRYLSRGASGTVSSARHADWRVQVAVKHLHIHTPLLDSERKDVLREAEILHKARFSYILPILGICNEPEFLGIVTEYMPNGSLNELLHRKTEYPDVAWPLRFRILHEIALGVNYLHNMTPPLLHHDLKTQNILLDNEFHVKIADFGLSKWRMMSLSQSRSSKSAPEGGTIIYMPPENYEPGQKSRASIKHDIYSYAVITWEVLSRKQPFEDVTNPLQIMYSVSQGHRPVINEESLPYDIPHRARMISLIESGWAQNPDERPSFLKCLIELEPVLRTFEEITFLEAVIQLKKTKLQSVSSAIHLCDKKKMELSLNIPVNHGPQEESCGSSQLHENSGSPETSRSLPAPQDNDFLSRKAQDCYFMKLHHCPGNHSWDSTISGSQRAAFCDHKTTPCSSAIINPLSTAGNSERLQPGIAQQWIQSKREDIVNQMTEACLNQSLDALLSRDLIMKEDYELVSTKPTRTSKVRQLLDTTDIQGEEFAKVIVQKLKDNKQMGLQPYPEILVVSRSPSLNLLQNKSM
# NCOA3 inh: inhibits human SRC3 coactivator; Q9Y6Q9; HEK293 GAL4-SRC3 luciferase reporter, luminescence; inhibition, % at 3.6 µM; actives 0.17% (n = 360,000); AID 588352;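 active = inhibition above a per-campaign cutoff, the mean of all compounds plus 3 SD, cut at about 60% in these data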;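 also: 0% = DMSO-treated cells and 100% = gossypol-treated cells at 36 µM; higher means less SRC3-driven luciferase light from the GAL4 reporter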
# SRC2 inh: inhibits human steroid receptor coactivator 2. Q15596. HEK293 GAL4-SRC2 luciferase reporter, luminescence. inhibition, % at 9 µM. actives 0.17% (n = 370,000);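 active = inhibition above the mean inhibition of all tested compounds plus 3 SD, set per campaign, cut at about 52% in these data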;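 also: 0% = DMSO treated cells and 100% = cells given Gossypol at 36 µM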
# TWEAK-Fn14 inh: blocks TWEAK-Fn14 interaction in a reporter cell assay; inhibition, % at 10 µM; AID 1159606; TWEAK-stimulated Fn14 reporter cells, luciferase luminescence, 8 h; actives 2% (n = 360,000); in the data active = inhibition above about 50%
# NR2F2 inh: NR2F2 (human) inhibition, primary screen. P24468. HEK293T NGFI-A luciferase reporter, luminescence. inhibition, % at 8.6 µM. actives 0.7% (n = 370,000);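 active = inhibition above a per-plate cutoff, mean inhibition of test wells between control levels plus 3 SD, cut at about 38% in these data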;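 also: cells cotransfected with COUP-TFII expression vector driving the NGFI-A reporter; 0% = median of COUP-TF2 test wells and 100% = reporter-only cells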
# * marks the source's active call; other numbers are inactive results; . = no result given.
SMILES,TLR9-MyD88 block,LRH-1 inv ag,TROY signal inh,EBV LMP1 NFkB,NCOA1 inh,TRAIL sens C8,NOD2-RIPK2 inh,NCOA3 inh,SRC2 inh,TWEAK-Fn14 inh,NR2F2 inh
CCOC(=O)[C@]12CCC=C1N(Cc1cccc3ccccc13)C(=O)[C@H](CC(=O)NCc1ccc(C)o1)C2,.,-23,-11,.,.,16,0,.,1,7,22
O=C(CN1C(=O)CCSc2ccccc21)Nc1ccccc1,-6,0,20,15,0,-9,-3,5,-4,14,21
N#Cc1ccc(C(=O)OCC(=O)N2CCCCCC2)cc1,1,-5,-3,1,1,-16,-9,-11,-20,-3,9
O=C(COC(=O)COc1cccc(F)c1)NCC1CCCCC1,-10,-14,-3,-7,-1,4,6,2,-3,-2,-12
COc1ccc(NC(=O)CNC(=O)c2ccco2)cc1,-3,-31,-71,5,-12,9,2,-59,-13,-13,7
CC(=O)Nc1cccc(C(=O)OCC(=O)NCc2cc(C)c(O)c(C)c2)c1,0,-54,-29,-7,-73,-3,-2,-84,-12,-19,5
N#Cc1nc(COc2ccc(Cl)cc2)oc1N1CCN(Cc2ccccc2)CC1,-2,9,9,-3,10,9,-2,9,-13,-13,8
CC(=O)c1cccc(NC(=O)CC2SC(N3CCCCC3)=NC2=O)c1 (stereo unspecified),2,-9,-16,7,10,-2,-9,25,-13,-1,17
COC(=O)[C@@]12CCCCN1[C@H](c1ccc(-c3ccc(C(C)=O)cc3)cc1)[C@@H]1C(=O)N(C)C(=O)[C@@H]12,-3,-24,18,1,-19,9,6,-21,12,10,-8
COc1cccc(CN2CC(C(=O)NC3CCC(O)CC3)CCC2=O)c1 (stereo unspecified),7,10,-13,6,6,-1,-5,11,-3,-2,18
O=C(NC1CCCCC1)N1CCN(Cc2ccco2)CC1,2,5,14,-7,16,-1,-8,4,-66,9,-2
OCCC1CN(C2CCSCC2)CCN1C1CCCC1 (stereo unspecified),-1,0,10,0,-17,0,3,20,8,-2,3
Cc1cccc(NC(=O)CCN2C(=O)c3cccc([N+](=O)[O-])c3C2=O)c1,-2,2,4,-1,2,-18,0,-12,13,6,9
O=C(Cn1c(=O)oc2ccccc21)N1CCN(S(=O)(=O)c2ccccc2)CC1,-18,8,7,-1,-13,5,0,14,-7,-4,-28
CNC(=O)N1c2ccccc2NC(=O)CC1C (stereo unspecified),0,9,13,3,1,-12,2,6,4,-6,1
CC(=O)c1c(C)cc(C)c(CSc2ccccn2)c1C,0,-3,-3,-12,-12,-9,-4,-2,0,-16,6
COc1ccc(OCC(=O)Nc2ccc3c(c2)nc(CCN2CCCC2)n3C)cc1,-1,-8,-14,21,6,-2,4,10,-3,-10,-18
O=C(CCSc1nnc(-c2ccncc2)o1)Nc1cccc(Cl)c1,1,-4,11,2,-2,-1,-8,16,20,7,13
Cc1cc(C)cc(NC(=O)CCNC(=O)c2ccc([N+](=O)[O-])cc2)c1,-8,-19,10,-2,6,14,6,8,11,-2,1
CC(=O)OCC1(C)CN(c2ccccc2)N(C(=O)c2ccc(C(C)(C)C)cc2)C1=O (stereo unspecified),-2,19,34,-4,4,-6,-8,8,-3,28,9
COC(=O)c1[nH]c2ccccc2c1NC(=O)CN1CCN(C(=O)c2ccco2)CC1,-9,4,.,1,-7,-13,-1,13,-5,87*,5
OC(COc1ccccc1)CN1CCN(c2cccc(Cl)c2)CC1 (stereo unspecified),-8,-11,-12,47*,-2,-4,10,10,-10,-8,25
CN1CCN(C(=O)CCCN2C(=O)/C(=C/c3ccc(Cl)cc3)SC2=S)CC1,-3,-17,40,-9,7,45,-5,-1,.,-18,.
CCOC(=O)c1c([N+](=O)[O-])c(C)[nH]c(=O)c1C#N,4,18,13,9,1,-10,-7,-18,-3,8,-13
COc1ccc(CCNC(=O)C2CCN(S(=O)(=O)c3ccc(SC)cc3)CC2)cc1,-2,-5,19,-4,-6,-2,-4,-17,17,7,-7
Cc1sc2ncnc(N3CCC(C(=O)N4CC(C)SC4=Nc4ccc(Cl)cc4)CC3)c2c1C (stereo unspecified),-2,-15,-10,0,-2,2,5,-13,13,9,-16
CCCn1c(SCC(=O)Nc2nc3ccccc3s2)nc2c1c(=O)n(C)c(=O)n2C,-9,-2,42,2,-1,10,2,-5,0,4,-2
Cc1cccc(C(=O)OCC(=O)NCCCc2ccccc2)c1,.,-6,4,-9,-3,30,1,-3,11,11,3
Cc1cc(C(=O)N/N=C/c2ccc(-c3ccc([N+](=O)[O-])cc3C)o2)n[nH]1,-2,5,14,5,16,17,4,-17,-1,-13,-5
CC(C)c1cc(Cn2c3ccccc3c(=O)n2C(C)Cn2cc(C3CC3)nn2)on1 (stereo unspecified),.,-6,.,.,.,-11,-15,.,16,.,3
Cc1cccc2nnc(-c3ccccc3)n12,7,-11,5,5,9,3,-6,-2,-32,6,8
O=c1cnnc(N/N=C/C2CC=CCC2)[nH]1 (stereo unspecified),-11,-17,-5,4,2,-2,6,13,-1,11,8
Cc1csc(NC(=O)CSc2ccc([N+](=O)[O-])cn2)n1,-8,4,-11,16,-7,-11,-4,10,39,3,-12
Clc1ccc(-c2nnc3n2CCCCS3)cc1,-15,-2,15,-6,-1,4,-2,12,9,-1,4
O=C(CN1CCOc2ccccc21)N1CCCC1,1,13,3,-17,6,-4,-3,-1,-28,-10,3
CCOC(=O)C1(Cc2ccccc2Cl)CCN(S(C)(=O)=O)CC1,2,-6,-10,-2,2,-7,-2,12,-9,1,10
CCOC(=O)C1(C)CCN1C(=O)c1cc(F)ccc1C (stereo unspecified),.,-12,9,.,-7,3,-24,-15,-26,-1,16
O=C(CS(=O)(=O)c1ccccc1)Nc1ccc(S(=O)(=O)Nc2ccccn2)cc1,1,17,-9,-3,-2,-8,3,4,-4,12,-7
Cc1noc(C)c1S(=O)(=O)N1CCCC(C(=O)NC2CCCCC2)C1 (stereo unspecified),1,2,-15,1,-19,-3,2,6,-5,-13,-13
CCN1C(=O)[C@H]2[C@@H](c3ccc(C)cc3)N3C(=O)N(c4cccc(Br)c4)C(=O)[C@@]3(Cc3ccccc3)[C@H]2C1=O,-5,-20,2,3,1,-3,4,11,11,26,4
O=C(O)CNC(=O)CC1S/C(=N/N=C2\CSC(=O)N2)NC1=O (stereo unspecified),2,9,-2,5,8,-3,-21,-5,0,-2,-1
CN1CCN(c2ccc(NC(=O)c3ccc(C#N)cc3F)cc2Cl)CC1,2,-24,-20,5,-16,20,-18,3,-10,26,-20
CC1CCCC(NC(=S)NC(=O)c2cncc(Br)c2)C1C (stereo unspecified),7,-33,-9,4,5,-3,-4,8,-6,-2,-12
COCCn1c(-c2cccc(Br)c2)nc2c(c(=O)c3ccccc3n2C)c1=O,-5,12,-11,3,-14,11,-2,10,-7,-32,12
C=CCn1c(SCC(=O)c2c(N)n(C)c(=O)n(C)c2=O)nnc1-c1ccncc1,6,-7,0,4,8,0,-11,20,13,-3,-4
Cc1ccc(Cl)cc1NC(=S)N(CCN(C)C)Cc1cccs1,-2,-5,0,0,7,-7,-2,-3,-26,-1,6
CCOc1cc(CN2CCCC(C(=O)c3cccc(C(F)(F)F)c3)C2)ccc1O (stereo unspecified),-12,2,10,-3,0,0,-4,7,10,18,22
O[C@@H]1[C@@H](O)C=C2CCN3Cc4cc5c(cc4[C@H]1C23)OCO5 (stereo partly specified),2,98*,68*,10,75*,11,6,89*,36,75*,56*
O=C(N/N=C/c1cc(Br)cc(Cl)c1O)c1ccc2c(c1)OCO2,-2,-4,2,30,11,-4,-1,32,10,3,-10
O=C(O)C(=O)/C(=C\c1cccc2ccccc12)c1ccc2ccccc2n1,-4,-5,-12,-3,-33,13,-15,-10,-61,-43,5

# Next records
SMILES,TLR9-MyD88 block,LRH-1 inv ag,TROY signal inh,EBV LMP1 NFkB,NCOA1 inh,TRAIL sens C8,NOD2-RIPK2 inh,NCOA3 inh,SRC2 inh,TWEAK-Fn14 inh,NR2F2 inh
CCCNC(=O)Cn1nc([N+](=O)[O-])c([N+](=O)[O-])c1C,3,15,7,-1,6,-8,-1,3,9,-2,-2
Cc1nn(CC(=O)Nc2ccc(S(N)(=O)=O)cc2)c(=O)c2ccccc12,-8,3,-2,-3,-5,-13,-7,5,-6,-16,-4
O=C(COC(=O)CCc1ccc(S(=O)(=O)N2CCOCC2)cc1)NCc1ccc(Cl)cc1,-5,3,1,-5,-3,1,-3,-12,-31,6,3
O=C1CCC(=O)N1CCCCCc1nc(-c2ccccc2)no1,0,-72,-24,-16,-52,10,2,-51,-57,-7,-21
CCCc1nc(N2CCN(C)CC2)c2sc(=S)n(-c3ccccc3)c2n1,-5,10,13,5,-10,-16,-8,1,-2,5,-1
c1ccc(N2[C@@H]3c4ccccc4C[C@H]2c2ccccc23)cc1,.,15,.,.,.,-24,-13,.,30,.,10
CN(C(=O)c1ccccc1C(=O)OCC(=O)Nc1ccccc1)c1ccccc1,0,5,-20,-14,0,-10,5,-3,-19,6,9
Cc1cccc(C)c1-n1nnnc1C1(Nc2ccccc2)CCCCC1,0,4,-7,3,0,2,-7,18,4,-8,15
CCCn1c(=O)c(C(=O)Nc2c(C)n(C)n(-c3ccccc3)c2=O)c(O)c2ccccc21,7,-1,-13,2,-28,11,8,3,19,-6,1
CCOC(=O)c1c(C)cc2c(CO)n[nH]c(=O)c2c1C,-6,-6,20,9,32,3,2,30,47,29,28

# Rewritten with tabs: part of the list above
SMILES	TLR9-MyD88 block	LRH-1 inv ag	TROY signal inh	EBV LMP1 NFkB	NCOA1 inh	TRAIL sens C8	NOD2-RIPK2 inh	NCOA3 inh	SRC2 inh	TWEAK-Fn14 inh	NR2F2 inh
Cc1cccc(C)c1-n1nnnc1C1(Nc2ccccc2)CCCCC1	0	4	-7	3	0	2	-7	18	4	-8	15
CCCn1c(=O)c(C(=O)Nc2c(C)n(C)n(-c3ccccc3)c2=O)c(O)c2ccccc21	7	-1	-13	2	-28	11	8	3	19	-6	1

# Next results.
SMILES,TLR9-MyD88 block,LRH-1 inv ag,TROY signal inh,EBV LMP1 NFkB,NCOA1 inh,TRAIL sens C8,NOD2-RIPK2 inh,NCOA3 inh,SRC2 inh,TWEAK-Fn14 inh,NR2F2 inh
COc1cccc(C(=O)COC(=O)COc2c(C)cc(C)cc2C)c1,-6,19,0,2,7,-2,0,9,-3,3,4
CCOC(=O)C1(Cc2ccccc2C)CCCN(C(=O)c2ccnn2C)C1 (stereo unspecified),-12,-10,-23,-3,-26,-4,-3,-12,4,-9,-29
COC(=O)c1sc(=S)sc1C(=O)OC,2,15,-10,-1,-30,-1,-14,-11,5,13,9
COc1ccc(-c2cc(C(=O)N3CCN(c4ccccc4F)CC3)c3ccccc3n2)c(OC)c1,-5,20,22,11,3,17,4,7,-10,35,7
Cc1occc1-c1nnc(SCC(=O)NCC2CCCO2)n1C (stereo unspecified),-7,5,9,-15,-5,4,-1,6,-24,0,2
CCCC(C)c1nnc(NC(=O)CS(=O)(=O)Cc2ccccc2)s1 (stereo unspecified),1,-14,2,0,9,-4,6,9,-22,-1,0
CCN(c1cccc(C)c1)S(=O)(=O)c1cc2c3c(c1)CCC(=O)N3CCC2,-8,28,8,-1,4,12,13,-25,21,11,3
Cc1ccc(C(=O)Nc2nnc(-c3ccc(C(C)(C)C)cc3)s2)cc1,-1,6,-37,57*,-4,-11,0,14,-19,-23,-17

# Screening data from PubChem BioAssay.

# Not all compounds are listed, so the mix of outcomes need not match the whole.
